High-throughput results as filed in PubChem BioAssay.
NCOA2 inhibitor – inhibits human steroid receptor coactivator 2; HEK293 GAL4-SRC2 luciferase reporter, luminescence; 0.17% of 370,000 active; inhibition, % at 9 µM;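 active = inhibition above the mean inhibition of all tested compounds plus 3 SD, set per campaign, cut at about 52% in these data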;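 also: 0% = DMSO treated cells and 100% = cells given Gossypol at 36 µM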
LRH-1 inv ag – suppresses constitutive activity of human LRH-1; O00482; HEK293T StAR-luciferase reporter, LRH-1 transfected, 24 h; inhibition, % at 3.6 µM; 0.13% of 360,000 active;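 active = inhibition above the mean inhibition of all tested compounds plus 3 SD, cut at about 73% in these data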;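 also: 0% = DMSO wells and 100% = reporter-only cells lacking LRH-1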
NCOA1 inh – human NCOA1 inhibition; Q15788; HEK293 GAL4-SRC1 luciferase reporter, luminescence; AID 588354; inhibition, % at 3.6 µM; 0.12% of 360,000 active;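 active = inhibition above the campaign mean plus 3 SD, with each screening campaign given its own cutoff, cut at about 60% in these data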;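 also: 0% = DMSO treated cells and 100% = gossypol at 36 µM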
TLR9-MyD88 inh – TLR9-MyD88 interaction inhibition; Q9NR96+Q99836; CHO BLA complementation TLR9-MyD88, CCF4 FRET ratio; inhibition, % at 4.98 µM; 0.21% of 340,000 active; AID 504734;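 active = inhibition above the mean over all tested compounds plus 3 SD, cut at about 21% in these data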;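 also: 0% = DMSO only wells and 100% = clavulanate BLA inhibitor control wells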
NCOA3 inh – inhibitors of human steroid receptor coactivator 3 (SRC3) | HEK293 GAL4-SRC3 luciferase reporter, luminescence | 0.17% of 360,000 active | Q9Y6Q9 | inhibition, % at 3.6 µM;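 active = inhibition above a per-campaign cutoff, the mean of all compounds plus 3 SD, cut at about 60% in these data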;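 also: 0% = DMSO-treated cells and 100% = gossypol-treated cells at 36 µM; higher means less SRC3-driven luciferase light from the GAL4 reporter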
ABHD5 PLIN5 PPI – inhibitors of human ABHD5-perilipin-5 interaction | Q00G26+Q8WTS1 | Split G. princeps luciferase complementation, luminescence, 4 h | inhibition, % at 4 µM | 0.78% of 360,000 active | AID 602281;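 active = inhibition above the mean inhibition across every tested compound plus 3 SD, cut at about 22% in these data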;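 also: 0% = DMSO only wells and the 100% control is not disclosed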
EBV LMP1 NFkB – Epstein-Barr LMP1 NF-kappaB reporter inhibition; LMP1-induced NF-kappaB luciferase reporter cells, luminescence; inhibition, % at 12.5 µM; 0.69% of 350,000 active; AID 504558; in the data active = inhibition above about 41%;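 also: 0% = neutral control wells and 100% = reference inhibitor control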
MC4R antag cAMP – antagonists of human melanocortin 4 receptor (MC4R). 0.48% of 360,000 active. MC4R-expressing cells, MTII-stimulated cAMP, LANCE TR-FRET. inhibition, % at 6.5 µM. P32245;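 active = inhibition above its plate's cutoff, the mean of tested wells on that plate plus 3 SD, cut at about 29% in these data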;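 also: 0% = Melanotan II alone and 100% = Melanotan II plus saturating MCL0020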
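Assay system: U2OS-MC4R stable cell line; Also added: Melanotan II; Technique: Eu-cAMP/anti-cAMP TR-FRET, emission 671 nm; Times: 30-min compound, 1-h challenge, 1-h detection, room temperature.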
NOD2 RIPK2 PPI – NOD2-RIPK2 protein interaction inhibition; O43353; CHO BLA complementation NOD2-RIPK2, CCF4 ratio; inhibition, % at 4.98 µM; 0.38% of 360,000 active; AID 624267; in the data active = inhibition above about 21%;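 also: 0% = vehicle only and 100% = reference blocker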
NR2F2 inh – NR2F2 (human) inhibition, primary screen. inhibition, % at 8.6 µM. P24468. HEK293T NGFI-A luciferase reporter, luminescence. AID 686940. 0.7% of 370,000 active;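 active = inhibition above a per-plate cutoff, mean inhibition of test wells between control levels plus 3 SD, cut at about 38% in these data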;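 also: cells cotransfected with COUP-TFII expression vector driving the NGFI-A reporter; 0% = median of COUP-TF2 test wells and 100% = reporter-only cells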
MC4R barr agon – human MC4R agonism via beta-arrestin; P32245; U2OS MC4R beta-arrestin complementation, luminescence; percent of melanotan II response, DMSO zero; activation, % at 8.9 µM; 0.98% of 360,000 active;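 active = activation above a per-plate cutoff, the mean activation of sample wells on that plate plus 3 SD, cut at about 8% in these data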
Starred values were filed as active, the others as inactive; / = not tested or not shown. A portion of the library. The share of hits here may be higher or lower than overall.

MC4R antag cAMP,NCOA1 inh,EBV LMP1 NFkB,NR2F2 inh,TLR9-MyD88 inh,NCOA3 inh,NCOA2 inhibitor,NOD2 RIPK2 PPI,LRH-1 inv ag,ABHD5 PLIN5 PPI,MC4R barr agon,SMILES
0,14,1,-6,1,-13,-5,5,-15,6,-1.4,Clc1ccccc1-c1ccc2ncnc(NCc3cccnc3)c2c1
8,2,-3,12,-3,8,-10,-2,14,-4,1.3,O=C(CN1CCC(C(=O)c2cccc(F)c2)CC1)NCc1cccs1
11,15,/,3,/,-19,-21,12,-10,-12,6.6,NC(CCc1ccccc1)c1csc(NC(=O)Nc2cccc(Cl)c2)n1 (configuration not stated)
-1,14,51*,32,-8,2,8,-6,-1,-1,0.5,Cc1ccccc1C(=O)N1CCN(c2ccc(NC(=O)c3ccco3)cc2Cl)CC1
4,-6,5,11,-7,-9,-11,-3,-11,-6,-0.1,CC[C@]1(c2cccc(C)c2)C(=O)N(C(=O)OC)N1C(=O)OC
8,3,2,5,3,-2,-7,-6,14,-6,0.0,CCCCC(=O)N1C/C=C\C(c2ccc(OC)cc2)N(Cc2ccc(F)cc2)C(=O)C1 (configuration not stated)
13,-35,-146,34,1,13,26,-7,-10,15,-0.5,O=C(NC(=C(Cl)Cl)S(=O)(=O)c1ccc(Cl)cc1)c1ccccc1
9,-29,-18,-11,-2,-23,-22,-18,-15,-1,0.6,O=C(CSc1nnnn1C1CCCC1)NCCc1ccccc1
3,13,8,-6,5,10,-17,-7,5,4,-2.0,N#CCCn1cc(/C=N/O)c(-c2ccccc2)n1
0,-1,1,10,-2,4,6,4,8,-2,1.6,CCOc1ccc(NC(=O)CN(C)CC(=O)Nc2cccc(Cl)c2C)cc1OCC
4,-2,-4,11,-2,-8,-3,-17,3,2,-1.4,CCc1ccc2[nH]c(C)c(CN3CCCCCC3)c(=O)c2c1
17,12,-7,/,-4,-10,/,-7,19,2,-1.1,COc1ccc2c(c1)[C@H]1[C@H](CO2)[C@H](c2ccccc2)[C@]2(C)C(=O)N(Cc3ccc(C)cc3)CC(=O)N12
/,/,/,-7,/,/,-13,-2,-1,0,/,Cc1ccc(S(=O)(=O)Nc2ccccc2C(C(=O)OC(C)(C)C)C(=O)OC(C)(C)C)cc1
19,3,0,-6,2,-23,-13,4,14,17,2.9,CC/C(=C(/c1ccccc1)c1ccc(OCC[N+](C)(C)C)cc1)c1ccccc1
-4,4,12,17,-4,12,-1,4,20,-9,-2.1,COC(=O)CC1COc2ccccc2N1S(=O)(=O)c1ccc(OC)cc1 (configuration not stated)
7,-6,4,-21,-1,-3,4,2,8,-7,0.3,CCOC(=O)c1c(C)[nH]c(C)c1C(=O)CSc1nc2ccccc2n1CC
8,-14,3,10,2,-10,-29,-8,28,6,-1.6,COc1ccc(S(=O)(=O)N(C)c2ccc(C(=O)NCc3ccncc3)cc2)cc1
-7,3,4,-2,-8,6,-1,-7,1,7,1.1,S=C1Nc2ccccc2CS1
7,0,3,0,3,-14,-9,-9,-19,9,-0.8,COC(=O)CCC(=O)Nc1ccc(S(=O)(=O)Nc2cc(OC)nc(OC)n2)cc1
/,/,/,14,/,/,-21,0,14,-4,/,COC(=O)C1(C(=O)OC)CCCCN(S(=O)(=O)c2ccc(C)cc2)CCC1

Quoted from above, 3 compounds:
MC4R antag cAMP,NCOA1 inh,EBV LMP1 NFkB,NR2F2 inh,TLR9-MyD88 inh,NCOA3 inh,NCOA2 inhibitor,NOD2 RIPK2 PPI,LRH-1 inv ag,ABHD5 PLIN5 PPI,MC4R barr agon,SMILES
0,14,1,-6,1,-13,-5,5,-15,6,-1.4,Clc1ccccc1-c1ccc2ncnc(NCc3cccnc3)c2c1
8,2,-3,12,-3,8,-10,-2,14,-4,1.3,O=C(CN1CCC(C(=O)c2cccc(F)c2)CC1)NCc1cccs1
11,15,/,3,/,-19,-21,12,-10,-12,6.6,NC(CCc1ccccc1)c1csc(NC(=O)Nc2cccc(Cl)c2)n1 (configuration not stated)

(next part)
MC4R antag cAMP,NCOA1 inh,EBV LMP1 NFkB,NR2F2 inh,TLR9-MyD88 inh,NCOA3 inh,NCOA2 inhibitor,NOD2 RIPK2 PPI,LRH-1 inv ag,ABHD5 PLIN5 PPI,MC4R barr agon,SMILES
20,3,-6,-3,-8,19,-3,-4,-3,0,-2.5,COc1cc(CCC(=O)Nc2cc(C)cc(C)c2)cc(OC)c1OC
2,12,5,7,10,13,-9,2,22,3,0.5,CCOC(=O)Cc1csc(/N=C/c2c(O)n(-c3ccc(C)cc3C)c(=O)c3ccccc23)n1
3,-29,-13,-11,3,-16,-28,-13,-10,6,-3.5,COCC(=O)Nc1nc(-c2ccccc2)ns1
1,-14,0,7,10,3,-20,-5,-6,2,-0.1,CCCCOc1ccc(C)cc1CN(CCO)CCO
21,10,-6,3,-7,17,-7,1,13,2,0.7,O=C(CSc1nc2ccccc2n1CC(=O)N1CCCCC1)N1CCCCC1
-10,7,-8,-8,-2,29,4,4,1,-4,2.3,COc1ccc(C)cc1NC(=O)c1nnn(Cc2cc(C)ccc2C)c1N
7,-12,0,-1,5,4,-2,0,10,0,8.4*,COc1cc(NC(=O)COc2c(C)cc(C)cc2[N+](=O)[O-])c(OC)cc1Cl
-5,-18,-2,-2,2,1,3,-3,4,-1,-3.1,O=C(O)CCC(=O)N1c2ccccc2NC2=C(C(=O)CC(c3ccc(F)cc3)C2)C1c1ccc([N+](=O)[O-])o1 (configuration not stated)
8,-38,0,7,-4,-4,-14,6,-6,6,-1.1,O=C(CCC(=O)N1CCN(c2ccccc2F)CC1)c1ccc(F)cc1
-3,-33,8,3,5,0,7,-2,2,-2,-0.9,N#CCC(=O)Nc1ccc(C(=O)OCC(=O)N2CCN(C(=O)c3ccco3)CC2)cc1
2,1,1,12,-14,9,6,3,-10,-5,-3.7,CSCCC(NC(=O)c1ccc(Cl)cc1Cl)C(=O)N1CC(C)OC(C)C1 (configuration not stated)
36*,-5,1,-11,3,3,-7,-4,-6,19,-0.7,CN1CCN(C(=O)/C=C/c2cn(-c3ccccc3)nc2-c2ccc3c(c2)OCCO3)CC1
11,-29,-20,17,-5,-2,6,-3,7,2,1.4,O=C(c1ccc(Cl)c(Cl)c1)N1CCN(Cc2ccc3c(c2)OCO3)CC1
3,6,2,11,-12,7,-2,-6,-9,-6,-1.5,C[C@H](CO)N1C[C@H](C)[C@@H](CN(C)C(=O)Nc2ccccc2)Oc2ccc(NS(=O)(=O)c3ccccc3)cc2C1=O
9,3,-2,-4,-9,6,10,-11,-8,-7,1.1,COCCOCC(=O)Nc1ccc(S(=O)(=O)Nc2cc(C)nc(C)n2)cc1
5,-13,-11,-5,-1,6,-6,1,5,-8,-3.6,Cc1nn(CC(=O)N/N=C/c2ccc3c(c2)OCO3)c(C)c1Br
-16,-88,-9,-46,8,-62,-37,17,-63,-1,0.8,CN(C)c1ccc(/C=N/NC(=O)c2ccn(C)n2)cc1
17,8,-12,21,-14,-7,-24,-3,13,-3,-1.0,O=C(O)c1cc2ccc3ccccc3c2oc1=O
4,-2,1,-6,-4,4,2,-4,2,-3,-3.1,Cc1ccc(C)c2[nH]c(=O)c(C(c3nnnn3C3CCCC3)N3CCOCC3)cc12 (configuration not stated)
6,5,0,4,2,-3,-20,11,9,-1,0.1,CC(C)(C)c1ccc(OCCC(=O)OCC(=O)N2c3ccccc3NC(=O)C2(C)C)cc1
-4,-12,/,18,/,-9,4,9,22,9,1.2,COc1ccccc1CNc1nc(NCc2cccs2)nc2ccsc12
3,7,6,18,3,-7,1,3,-16,-1,-0.4,CCSc1nc(C)nc2sc(C)c(C)c12
7,-1,-5,6,-14,8,15,-6,5,6,1.4,CN1C(=O)NC(c2ccccc2)(C(F)(F)F)S/C1=C(/C#N)c1nnc(N2CCOCC2)n1-c1ccccc1 (configuration not stated)
1,-2,11,-22,-4,8,-29,-9,4,2,-0.7,COc1cc2c(cc1OC)-c1cc(NC3CC3)nc(=O)n1CC2
6,-18,1,4,0,-10,11,-2,-10,-9,-2.0,Cc1cc(NC(=O)CSCC(=O)OCC(=O)c2cccc(Br)c2)no1
22,2,-7,8,-2,3,2,0,-11,0,0.0,COc1ccc(C(C)=O)cc1CN(c1ccccc1OC)S(=O)(=O)c1cccs1
2,-20,1,6,-3,-2,-18,-2,16,3,0.4,CCc1nc(NCCN)c(C#N)c2c1CSC(C)(C)C2
3,-50,-5,-19,4,-49,-44,2,-86,-1,-2.4,O=c1c(-c2ccccc2)c[nH]n1-c1cccc([N+](=O)[O-])c1
17,1,12,3,5,-4,10,-1,-14,-1,-1.6,COc1ccc([N+](=O)[O-])cc1NC(=O)C(C)OC(=O)C1c2ccccc2Oc2ccccc21 (configuration not stated)
2,-29,-28,-34,-1,-65,-58,4,-47,1,0.9,O=C(Nc1ccc(COc2ccccc2)cc1)Nc1cccc(C(=O)O)c1
21,-31,-11,-12,5,-23,-32,2,-23,-1,-1.7,CCCOC(=O)c1ccc(NC(=O)CCC(=O)OCC)cc1
0,-1,10,-7,4,12,0,1,1,-6,-1.8,Cn1c(=O)n(Cc2ccc(F)cc2)c(=O)c2c1nc1n2CCCN1C1CCCCC1
9,8,10,3,-3,13,5,-5,11,6,-1.3,O=S(=O)(c1ccc2ccccc2c1)N1CCC(c2nc(-c3ccncc3)no2)CC1
